NPY2 pot ag = potentiators or agonists of human neuropeptide Y receptor Y2 | P49146 | cells expressing NPY-Y2, potentiator/agonist read-out | activation, % at 3.6 µM | 220,000 compounds, 0.45% hits | AID 1359; in the data active = activation above about 27%;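 note: cells stimulated with NPY near EC25 plus isoproterenol at EC100; 0% = vehicle plus submaximal agonist and 100% = vehicle plus saturating agonist; some results beyond the cut were filed as inactive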
NPY-Y1 PAM-ag = potentiates or activates human NPY-Y1 receptor; NPY-Y1 expressing cells, potentiator/agonist activation; activation, % at 3.6 µM; 220,000 compounds, 0.37% hits; AID 1304; in the data active = activation above about 33%, passing the limit was not always enough;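 note: cells stimulated with NPY at EC10 then isoproterenol at EC100; 0% = low agonist plus stimulus and 100% = saturating agonist plus stimulus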
Target sequence (P25929 whole entry, looked up): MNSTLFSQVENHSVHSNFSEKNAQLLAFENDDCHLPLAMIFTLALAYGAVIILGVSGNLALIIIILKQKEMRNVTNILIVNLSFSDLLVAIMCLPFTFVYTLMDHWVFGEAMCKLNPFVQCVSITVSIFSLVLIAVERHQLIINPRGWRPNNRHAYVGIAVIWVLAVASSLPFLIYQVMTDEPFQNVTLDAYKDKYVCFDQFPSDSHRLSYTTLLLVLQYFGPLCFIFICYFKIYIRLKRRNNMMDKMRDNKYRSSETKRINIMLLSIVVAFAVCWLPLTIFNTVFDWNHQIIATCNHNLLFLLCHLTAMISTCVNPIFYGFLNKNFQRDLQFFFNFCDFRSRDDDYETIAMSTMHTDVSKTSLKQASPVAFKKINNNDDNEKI
RBBP9 inh = human RBBP9 hydrolase inhibition; O75884; recombinant RBBP9, FP-Rh probe fluorescence polarization; inhibition, % at 7.94 µM; 220,000 compounds, 0.2% hits; AID 1515;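 active = inhibition above the campaign mean of all tested compounds plus 3 SD, cut at about 14% in these data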;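 note: plate controls were DMSO wells with RBBP9 for no effect and wells lacking RBBP9 protein for full effect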
Target sequence (O75884 whole entry, looked up): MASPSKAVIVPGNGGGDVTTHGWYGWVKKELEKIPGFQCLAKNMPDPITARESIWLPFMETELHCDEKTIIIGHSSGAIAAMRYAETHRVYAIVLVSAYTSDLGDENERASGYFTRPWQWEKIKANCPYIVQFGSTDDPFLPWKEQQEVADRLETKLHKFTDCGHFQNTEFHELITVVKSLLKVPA
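system = RBBP9 protein | input = RBBP9 at 2.5 µM in dispensed solution, before mixing | measured by = fluorescence polarization (mP), excitation 525 nm, emission 598 nm | incubation = enzyme-compound preincubation 30 min, then probe labeling 45 min, 25 °C | buffer or medium = Tris-NaCl-Pluronic buffer, pH 8.0 | compound = single dose 7.94 µM | also added = FP-Rh probe, 375 nM dispensing solution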
MDM2 E3 inh = blocks human Mdm2 ubiquitin ligase activity; Q00987; cell-based MDM2 ubiquitination luciferase reporter, 2 h; 0 = plate control, 100 = twice control, blank-subtracted; signal enhancement, % at 5 µM; 210,000 compounds, 0.11% hits;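 active = signal enhancement of 30% or more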;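 note: luminescence tracks abundance of the self-degrading MDM2-luciferase fusion protein; higher signal means inhibition of MDM2 E3 ligase activity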
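Test system: mammalian cells stably expressing self-ubiquitinating, self-degrading MDM2 E3–luciferase fusion; Amount: 2000 cells in each well; Medium: DMEM; Schedule: 4 h settle plus 2 h compound, 37 °C; Technique: SteadyLite luciferase luminescence after 15 min room-temperature reagent incubation; Benchmarks: plate control and blank wells.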
Runt-SMMHC FRET = Runt domain-CBFb-SMMHC interaction inhibition | Q01196+Q13951 | Cerulean-Runt/Venus-CBFb-SMMHC FRET ratio 530/480, 1 h | inhibition, % at 20 µM | 220,000 compounds, 0.74% hits | AID 1434;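 active = mean inhibition across duplicate retests at 20 µM reaching about 50%, limit read from the data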;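 note: 0% = DMSO wells and 100% = wells with excess untagged CBFb-SMMHC; inhibitors lower the FRET ratio by blocking Runt binding to CBFb-SMMHC; some results filed as inactive read as strong as hits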
Runt-CBFb FRET = blocks binding of human RUNX1 Runt domain to CBFb | Cerulean-Runt/Venus-CBFb FRET ratio 530/480, 1 h | AID 1496 | Q01196+Q13951 | inhibition, % at 20 µM | 220,000 compounds, 0.46% hits;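 active = inhibition over about 50% at 20 µM in the single-dose screen, limit read from the data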;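 note: 0% = DMSO wells and 100% = excess unlabeled CBFb competitor control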
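test system = Cerulean-Runt domain fusion protein, energy donor | probe or stimulus = Venus-CBFb binding partner, 100 nM | incubation = two 1 h room-temperature incubations shielded from light | detection = fluorescence energy transfer, 422 nm excitation, 530/480 nm emission | measure = loss of energy transfer signal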
Hck Nef HTS = inhibitors of human Hck kinase activated by Nef; P08631; Recombinant Hck-YEEI plus Nef, Z-Lyte FRET kinase assay; inhibition, % at 20 µM; 220,000 compounds, 0.68% hits;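 active = Hck-Nef kinase inhibition above about 50%, limit read from the data; inactive = inhibition below that limit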;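 note: 0% = DMSO with Hck plus Nef and 100% = Hck alone without Nef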
Target sequence (P08631 whole entry, looked up): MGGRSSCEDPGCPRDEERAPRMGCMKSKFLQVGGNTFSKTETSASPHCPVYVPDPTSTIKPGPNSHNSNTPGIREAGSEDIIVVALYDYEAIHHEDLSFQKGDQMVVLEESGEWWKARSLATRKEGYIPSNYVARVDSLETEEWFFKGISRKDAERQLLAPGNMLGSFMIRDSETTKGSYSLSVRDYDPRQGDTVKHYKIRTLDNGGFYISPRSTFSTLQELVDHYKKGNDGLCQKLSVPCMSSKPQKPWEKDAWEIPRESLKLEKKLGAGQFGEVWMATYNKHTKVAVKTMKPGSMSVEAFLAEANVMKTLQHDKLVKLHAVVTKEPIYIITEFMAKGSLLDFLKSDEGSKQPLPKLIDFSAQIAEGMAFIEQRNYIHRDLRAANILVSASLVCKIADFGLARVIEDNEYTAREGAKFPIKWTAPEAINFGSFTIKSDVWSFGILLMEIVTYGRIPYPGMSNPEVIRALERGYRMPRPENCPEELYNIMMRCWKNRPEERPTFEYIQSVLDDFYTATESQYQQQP
NPY-Y1 antag = NPY-Y1 (human) receptor antagonism | P25929 | HEK293-CNG Y1 cells, membrane potential fluorescence; NPY at EC95, then isoproterenol | inhibition, % at 3.6 µM | 200,000 compounds, 1% hits;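 active = inhibition above the campaign mean inhibition of all tested compounds plus 3 SD, cut at about 20% in these data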;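 note: 0% = DMSO wells given NPY plus isoproterenol and 100% = isoproterenol alone without NPY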
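System: HEK293 cells with Y1 receptor plus CNG channel / Probe or stimulus: NPY 25 nM then isoproterenol 1 µM plus Ro 20-1724 25 µM / Compound: one concentration, 3.6 µM, in 0.4% DMSO / Schedule: compound incubation 1 h at room temperature, readout 45 min post-stimulation / Measured by: membrane potential fluorescence / Read-out: % inhibition of NPY effect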
p97 ATPase inh = human p97 ATPase inhibition | P55072 | recombinant p97 ATPase, Kinase-Glo ATP luminescence, 3 h | inhibition, % at 8 µM | 220,000 compounds, 0.42% hits; in the data active = inhibition above about 15%;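 note: 0% = DMSO vehicle and 100% = wells lacking enzyme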
* hit, by the source's call; · = not tested or not shown. This is a random part of the collection. Share with any hit: about 3.5%.

SMILES | NPY2 pot ag | NPY-Y1 PAM-ag | RBBP9 inh | MDM2 E3 inh | Runt-SMMHC FRET | Runt-CBFb FRET | Hck Nef HTS | NPY-Y1 antag | p97 ATPase inh
CCCCCOc1ccc(C2C(C(C)=O)=C(C)Nc3ncnn32)cc1OC (stereo unspecified) | -8 | -24 | -2 | -3 | 0 | -4 | 2 | -6 | -4
Cc1ccccc1CC1(CO)CCCN(Cc2ccc(C#CC(C)(C)O)cc2)C1 (stereo unspecified) | -9 | 1 | -3 | -6 | -2 | 0 | 24 | 3 | -5
COc1ccc(CCN2C(=O)CC(Cc3ccc(Br)cc3)C2=O)cc1OC (stereo unspecified) | 2 | -9 | -11 | 5 | 3 | -2 | 1 | 1 | -8
Nc1c(Cl)cc(Cl)cc1C(=O)OCC(=O)N1CCOCC1 | 15 | 18 | -8 | 5 | 1 | 3 | 23 | -1 | 2
O=C(Nc1ccc(Br)cc1F)c1sccc1-n1cccc1 | -5 | -22 | 1 | -6 | -6 | 1 | -20 | 17 | 1
Cc1cccnc1NC(=O)C1CCCN(S(=O)(=O)c2ccc3c(c2)oc(=O)n3C)C1 (stereo unspecified) | -16 | -11 | -7 | -20 | -2 | -1 | 0 | 3 | -4
CCS(=O)(=O)N1CCC(NC(=O)c2ccco2)CC1 | 3 | 32 | -6 | -2 | 0 | 0 | 1 | -4 | 5
COC(=O)c1nnn(-c2cccc(Cl)c2)c1C(=O)OC | -10 | 18 | -6 | 6 | 1 | 0 | 11 | · | 5
COC(=O)C1CCN(CC(=O)Nc2ccccc2Sc2ccccc2)CC1 | -8 | -5 | 6 | -17 | -4 | -3 | 17 | -3 | -4
CCOC(=O)C1=C(C)NC(=O)CC1c1cc2c(cc1[N+](=O)[O-])OCO2 (stereo unspecified) | -11 | 6 | -2 | -9 | 25 | 40 | -5 | 2 | 4
Cn1cccc1Cc1nnc(SCC(=O)N2CCCc3ccccc32)n1-c1ccc(F)cc1 | 10 | 17 | 0 | -27 | 2 | 1 | -2 | 0 | 2
O=C(CN1C(=O)NC2(CCCCCCC2)C1=O)NCc1ccc2c(c1)OCO2 | 4 | -29 | 9 | -11 | -1 | -3 | 1 | 0 | 1
O=C(Nc1cc2ccccc2oc1=O)C1CCCCC1 | -18 | 5 | -5 | -56 | 0 | · | 0 | 2 | 4
O=C(ON=C1CCN(S(=O)(=O)c2ccccc2)CC1)c1cccc(Cl)c1 | -1 | 2 | -7 | -20 | 6 | -2 | 1 | 1 | -2
Cc1c(Cl)c([N+](=O)[O-])nn1CCCC(=O)NC1CCCCC1 | -3 | 17 | -4 | 0 | 0 | 0 | 17 | -2 | 4
CCOC(=O)C1CCCN(C(=O)C2CCN(S(=O)(=O)N3CCC4(CC3)OCCO4)CC2)C1 (stereo unspecified) | -2 | 7 | -5 | -13 | 3 | -2 | 0 | -4 | -1
CCOc1cc(C(=O)Nc2cc(C)ccc2OC)ccc1OCC(=O)N1CCCCC1 | -2 | 6 | -7 | -1 | 3 | -4 | 0 | 9 | -11
O=P(c1ccccc1)(c1ccccc1)C1CCCO1 (stereo unspecified) | 11 | -4 | -7 | -15 | -6 | -4 | 2 | 2 | 4
COc1ccc(COC(=O)C2=C(C)NC(=O)NC2c2ccc(O)c(OC)c2)cc1 (stereo unspecified) | -14 | -16 | -10 | -72 | 3 | -2 | 0 | 19 | 0
COc1ccc(OC)c(S(=O)(=O)Nc2cccc(C(C)=O)c2)c1 | 3 | 6 | -2 | 1 | -3 | -1 | 2 | -1 | -5
CCn1c(C2CC(=O)N(c3cc(C)cc(C)c3)C2)nc2ccccc21 (stereo unspecified) | 4 | 5 | 3 | -17 | -4 | 36 | -4 | -5 | 0
CCOC(=O)N1CCN(c2c(-c3ccc(C(C)C)cc3)c(=O)c2=O)CC1 | -5 | -3 | 8 | 7 | 0 | -4 | 3 | 7 | 4
Cc1nn(-c2ccccc2)c2c1C(c1ccco1)C(C#N)=C(N)O2 (stereo unspecified) | 2 | -46 | 2 | -3 | -24 | -4 | 0 | 1 | 6
Cc1ccc(SCc2[nH]nc3c2C2(CCSCC2)C(C#N)=C(N)O3)cc1 | -12 | -21 | -6 | -17 | -3 | 3 | 1 | -3 | -2
CC1=NN(c2ccccc2)C(=O)/C1=C/C=C/C=C/N(C)C | -2 | 6 | -3 | -7 | -32 | · | 29 | -4 | -3

Remaining list, next part:
SMILES | NPY2 pot ag | NPY-Y1 PAM-ag | RBBP9 inh | MDM2 E3 inh | Runt-SMMHC FRET | Runt-CBFb FRET | Hck Nef HTS | NPY-Y1 antag | p97 ATPase inh
CC1=C(C(=O)OC2CCCCC2)C(c2cccnc2)n2nnnc2N1 (stereo unspecified) | 10 | -10 | -14 | -3 | 6 | -2 | -8 | 1 | 3
O=C(Oc1ccc([N+](=O)[O-])cc1)c1cc(-c2ccccc2)nc2ccccc12 | -6 | -7 | -5 | -5 | -2 | -1 | 0 | 2 | 1
O=C(Nc1ccccc1)C1CC(=O)n2c(nc3ccccc32)N1 (stereo unspecified) | 2 | 16 | -1 | · | -3 | 0 | 27 | · | 5
Cc1nn(-c2ccccc2)c2c1C(c1ccncc1)C(C#N)=C(N)O2 (stereo unspecified) | -3 | 5 | -7 | -1 | -3 | 0 | 1 | 1 | 7
COc1cccc(NC(=S)NCCCN2CCOCC2)c1 | -6 | 7 | -2 | · | 0 | 2 | -2 | 5 | 2
O=C(Nc1nn(Cc2ccccc2F)cc1Br)c1cccs1 | -14 | -3 | -8 | -8 | -2 | -1 | 9 | 2 | -4
COCCNC(=O)c1c(CSc2ccc(F)cc2)noc1C(=O)NCc1ccccc1 | -10 | -18 | -7 | -6 | -6 | -1 | 1 | 5 | 1
CCOC(=O)N1CCN(c2cc(=O)n(C3CCCCC3)c(=O)[nH]2)CC1 | 5 | 21 | -4 | -21 | -1 | 5 | 6 | 3 | 2
O=C(Nc1ccccc1)NC1CCN(Cc2ccccc2)CC1 | 6 | -4 | -2 | -7 | -1 | -1 | 6 | 0 | 1
CN(C)C(CNC(=O)c1oc2ccccc2c1CSc1ncn[nH]1)c1ccco1 (stereo unspecified) | -1 | 6 | -4 | -9 | -1 | -3 | 12 | 1 | 4
CN(C)c1ccc(C(CC(=O)O)C(=O)O)cc1 (stereo unspecified) | -3 | 8 | 3 | -1 | 8 | 35 | 21 | -3 | 6
CCC(=O)Nc1cccc(NC(=O)COc2ccc(OC)cc2)c1 | -13 | 6 | -5 | -7 | 1 | -1 | -1 | 2 | -5
CCCn1c(=O)n(N)c2ccccc21 | 12 | 20 | -7 | -30 | 3 | 0 | 4 | 7 | -1
CCCc1n[nH]c2c1C(=O)C(C(=O)OC)C(C)(C)C2 (stereo unspecified) | 7 | 16 | -6 | -11 | 0 | -1 | 2 | -1 | 4
Cc1ccccc1NC(=O)Cn1c(C)nc2ccc(NC(=O)C3CC3)cc2c1=O | 6 | 12 | -5 | -12 | 2 | -1 | 1 | -2 | -7
CC1CCCC(C)N1Cc1cn2ccccc2n1 (stereo unspecified) | 3 | 5 | 0 | -11 | 3 | -2 | 0 | 8 | -6
CCc1nc2ccccc2c(C(=O)NCc2ccccc2)c1C | -16 | -16 | -15 | -18 | -6 | -1 | 20 | -1 | -6
CC(=O)Nc1nc(N2C(=O)c3ccccc3C2=O)n(-c2ccccc2)n1 | -4 | -20 | -5 | -13 | -2 | 1 | 1 | 3 | 4
COc1ccc(N/C=C(\C#N)c2nc3ccccc3n2C)c(OC)c1 | -1 | 17 | 4 | -1 | 6 | -8 | 5 | -5 | -4
CCN(CC)c1ccc(C(=O)OCC(=O)Nc2ccccc2-c2ccccc2)cc1 | 0 | -29 | -4 | -20 | 1 | -1 | 3 | 6 | -6
CN(C)C(CNC(=O)c1cccnc1Sc1ccccc1)c1ccco1 (stereo unspecified) | -12 | -11 | 1 | -11 | 2 | 0 | 6 | -3 | 1
CCOC(=O)C(C)Sc1nnc(-c2ccccc2O)n1Cc1ccccc1 (stereo unspecified) | -5 | 4 | -1 | 1 | -3 | 0 | 0 | 7 | -2
CCOc1ccc(NC(=O)CN(C)S(=O)(=O)c2cccs2)cc1 | -4 | 2 | -7 | -4 | -6 | 1 | 0 | 0 | -3
CN1c2ccccc2-c2nc3ccccc3n2C1c1ccncc1 (stereo unspecified) | 6 | -4 | -8 | -5 | 4 | 2 | 21 | 4 | 7
Cc1ccc(-c2csc(NC(=O)C3CC=CCC3C(=O)O)c2C(=O)OC(C)C)cc1 (stereo unspecified) | -6 | -5 | -8 | -18 | -15 | -6 | -2 | 0 | -6

Carrying on.
SMILES | NPY2 pot ag | NPY-Y1 PAM-ag | RBBP9 inh | MDM2 E3 inh | Runt-SMMHC FRET | Runt-CBFb FRET | Hck Nef HTS | NPY-Y1 antag | p97 ATPase inh
COc1ccc(OC)c(NC(=O)c2cn(C)c(=O)c3cc(OC)c(OC)cc23)c1 | 6 | -5 | -12 | 1 | 0 | -3 | -2 | 8 | -8
COCCN(CCOC)C(=O)N1CCOCC1 | -13 | 23 | -6 | -17 | -2 | 0 | 15 | · | 7
CC(=O)N1CCc2cc(S(=O)(=O)NCCC(=O)N3CCc4ccccc4C3)ccc21 | -10 | -8 | -4 | -5 | 2 | -3 | 1 | 3 | -1
CCOC(=O)c1nnc(-c2ccccc2)nc1N1CC(C)OC(C)C1 (stereo unspecified) | -3 | 5 | 5 | -15 | -7 | 0 | 24 | 0 | 0
Nc1[nH]c(=S)nc2nc(-c3ccccc3)c(-c3ccccc3)nc12 | -1 | 8 | 6 | 1 | 46 | 28 | -1 | 1 | 5
COc1ccccc1C(=O)NCc1ccc(-c2nc3ccccc3s2)cc1 | -32 | -24 | -8 | -49 | 0 | -3 | -1 | 8 | 2
CSc1ccc(C(=S)N2CCN(Cc3ccccc3)CC2)cc1 | 2 | 10 | -6 | -2 | 32 | 32 | -13 | -3 | -1
Cc1[nH]n(-c2cccc(Cl)c2)c(=O)c1-c1ccccc1 | -6 | 10 | 5 | -14 | 2 | 1 | 2 | -3 | 8

Full records, quoted from the list. Order of values: NPY2 pot ag, NPY-Y1 PAM-ag, RBBP9 inh, MDM2 E3 inh, Runt-SMMHC FRET, Runt-CBFb FRET, Hck Nef HTS, NPY-Y1 antag, p97 ATPase inh
Entry for Cc1ccc(SCc2[nH]nc3c2C2(CCSCC2)C(C#N)=C(N)O3)cc1 : -12, -21, -6, -17, -3, 3, 1, -3, -2
Entry for COc1ccc(N/C=C(\C#N)c2nc3ccccc3n2C)c(OC)c1 : -1, 17, 4, -1, 6, -8, 5, -5, -4

Screens (PubChem)
